Screens as filed in PubChem.
hcGAS lum: blocks human cGAS activity. recombinant h-cGAS, ATP depletion, Kinase-Glo luminescence. inhibition, % at 12.5 µM. actives 0.081% (n = 290,000);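 also: 0% = vehicle reaction and 100% = reaction without DNA for no activity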
Target sequence (Q8N884 whole entry, looked up): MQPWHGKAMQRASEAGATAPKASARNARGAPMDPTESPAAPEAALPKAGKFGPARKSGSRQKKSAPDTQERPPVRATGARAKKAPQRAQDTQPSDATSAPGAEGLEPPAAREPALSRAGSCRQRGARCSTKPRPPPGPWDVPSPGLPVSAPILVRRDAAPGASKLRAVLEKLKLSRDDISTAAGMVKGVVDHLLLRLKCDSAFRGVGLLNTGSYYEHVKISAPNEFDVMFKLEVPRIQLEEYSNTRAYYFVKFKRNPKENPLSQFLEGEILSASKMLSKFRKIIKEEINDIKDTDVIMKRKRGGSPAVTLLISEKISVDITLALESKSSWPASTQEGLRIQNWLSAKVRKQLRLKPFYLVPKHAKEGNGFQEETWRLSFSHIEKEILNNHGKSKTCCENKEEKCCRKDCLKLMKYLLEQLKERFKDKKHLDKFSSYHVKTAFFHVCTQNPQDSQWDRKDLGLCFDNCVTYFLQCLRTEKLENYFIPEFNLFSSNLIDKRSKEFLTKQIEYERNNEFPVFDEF
mcGAS inh: inhibitors of mouse cGAS; inhibition, % at 12.5 µM; recombinant cGAS, Kinase-Glo ATP depletion luminescence; AID 1259399; actives 0.15% (n = 160,000);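 also: 0% = negative control wells and 100% = reference inhibitor with no enzyme activity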
NPYLR7 agonist: activates Aedes aegypti NPYLR7 receptor | AID 1259423 | actives 0.15% (n = 270,000) | HEK293T NPYLR7/Galpha15, GCaMP6s calcium fluorescence | activation, % at 10 µM; in the data active = activation above about 40%;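 also: 0% = vehicle and 100% = reference agonist at the receptor; some compounds past the cut are filed as inactive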
The depositor's hits bear a star; . = no result given; & = joins results of further samples. Rule as the data show it, unless noted: active = inhibition above about 40%; inactive = the rest.

A first look (2 entries):
The line under a structure holds: hcGAS lum	NPYLR7 agonist	mcGAS inh
- Nc1cc(N2CCC3(CCCN(C4CCCCC4)C3=O)C2)ncn1 (stereo not drawn)
    -12	.	-6
- CC1(C(=O)Nc2ccc3[nH]ncc3c2)CCN1C(=O)C/C=C/c1ccccc1 (stereo not drawn)
    -8	17	-4

The listing, previewed entries included:
The line under a structure holds: hcGAS lum	NPYLR7 agonist	mcGAS inh
- Nc1cc(N2CCC3(CCCN(C4CCCCC4)C3=O)C2)ncn1 (stereo not drawn)
    -12	.	-6
- CC1(C(=O)Nc2ccc3[nH]ncc3c2)CCN1C(=O)C/C=C/c1ccccc1 (stereo not drawn)
    -8	17	-4
- COc1ccc(-c2nn(CC(=O)N3CCc4ccccc43)c(=O)c3nc(C)sc23)cc1
    3	2	-7
- CC(C)c1csc(CN2CCC(n3nccc3NC(=O)Cc3ccccc3)CC2)n1
    -6	1	-4
- O=[N+]([O-])c1cc2c(c(CSc3ncnc4c3cnn4-c3ccccc3)c1)OCOC2
    6	8	.
- COC(=O)C(NCc1ncc(C(C)(C)C)o1)c1cc(F)ccc1F (stereo not drawn)
    -2	-6	.
- O=C(CN1CCN(S(=O)(=O)c2ccc(F)cc2)CC1)Nc1ccccc1N1CCOCC1
    -2	0	.
- O=C(NC1CCN(C(=O)c2cn(-c3ccccc3)nn2)CC1)c1ccc2ccccc2c1
    1	-9	.
- COc1cc(C)ccc1S(=O)(=O)N1CCC2(CCN(C)C2)CC1
    -8	6	.
- Cc1ccc(NC2(C(=O)NC3C=CS(=O)(=O)C3)CCCCC2)cc1 (stereo not drawn)
    -7	-1	.
- COCCOc1ccc(Br)cn1
    -11	-4	.
- O=C(O)/C=C(\Oc1ccccc1Cl)C(=O)O
    0	12	.
- O=C(NNC(=O)c1cccn(Cc2ccc(F)cc2)c1=O)c1cccs1
    -9	-14	-9
- Cc1ccc(Cn2cnc3c(nnn3-c3cc(C)cc(C)c3)c2=O)cc1
    -5	-2	-8
- O=C(Cn1nnc2sc3c(c2c1=O)CCCC3)N1CCCCC1
    7	3	.
- COCCOCC(=O)Nc1cnc2n1CCCC2
    4	-3	1
- CC(C)c1cc(C2CCN(Cc3coc4ccccc4c3=O)CC2)[nH]n1
    -8	20	.
- O=C1C2C(c3ccccc3)C=CC(c3ccccc3)C2C(=O)N1CCO (stereo not drawn)
    -6	4	-7
- COC(=O)C(C(C)C)N1C(=O)C2C3C=CC(C3)C2C1=O (stereo not drawn)
    0	-9	0
- O=c1c2cnc3nc(C(F)(F)F)nn3c2ccn1-c1cc(Cl)ccc1Cl
    -2	2	.
- O=C(c1ccccc1OC(F)(F)F)N(Cc1ccco1)Cc1nc2cc(Cl)ccc2o1
    -8	4	-7
- O=C(c1cnn2cc(CCO)cnc12)N1CCOC(c2ccc(F)cc2)C1 (stereo not drawn)
    -8	7	.
- CN(C)C1(CNC(=O)C2CN(Cc3ccccc3)CCO2)Cc2ccccc2C1 (stereo not drawn)
    -5	-1	.
- Cc1cc(C)cc(NC(=O)c2ccc(NC(=O)C3C4CC5OC(=O)C3C5C4)cc2)c1 (stereo not drawn)
    5	-16	.
- C=CCN1C(=O)NC(c2cccc(Cl)c2)C2=C1CN(CC(=O)NCCc1ccccn1)C2=O (stereo not drawn)
    -6	-1	-4
- CCCC(C)(C)NC(=O)c1cc(C(C)C)[nH]n1
    -7	7	.
- CC(C)CN1CCC(c2nc3c([nH]2)CCCNC3=O)C1 (stereo not drawn)
    -6	1	.
- COc1ccc(CN(Cc2ccco2)C(=O)c2ccccc2Cl)cc1OS(=O)(=O)c1ccc(F)cc1
    -12	4	-4
- OC[C@H]1OC([S-])[C@H](O)[C@@H](O)[C@@H]1O.[Au+] (stereo partly drawn)
    68*	-8	57*
- Cc1cccc(OCCSc2nnc(N)s2)c1
    -7	1	-1

Rewritten as a markdown table: 3 of the compounds above
| Molecule | hcGAS lum | NPYLR7 agonist | mcGAS inh |
| --- | --- | --- | --- |
| COC(=O)C(NCc1ncc(C(C)(C)C)o1)c1cc(F)ccc1F (stereo not drawn) | -2 | -6 | . |
| O=C(CN1CCN(S(=O)(=O)c2ccc(F)cc2)CC1)Nc1ccccc1N1CCOCC1 | -2 | 0 | . |
| O=C(NC1CCN(C(=O)c2cn(-c3ccccc3)nn2)CC1)c1ccc2ccccc2c1 | 1 | -9 | . |

Remaining list, next part
The line under a structure holds: hcGAS lum	NPYLR7 agonist	mcGAS inh
- CCOc1ccccc1NC(=O)CSc1nnc(C)c2cnn(-c3ccccc3)c12
    2	-9	-4
- COc1cccc2c1OCC(C(=O)N1CCC3(CCCO3)CC1)C2 (stereo not drawn)
    -3	3	-10
- CCC(=O)N1CCC1(C)C(=O)Nc1cccc(OC)c1 (stereo not drawn)
    -13	-1	-7
- O=S(=O)(NCC1CCN(CCN2CCOCC2)C1)c1ccccc1F (stereo not drawn)
    -5	13	.
- COc1cccc(-c2noc3c2CN(CCCn2nnnc2C)CC3)c1
    -6	0	-10
- CC(C)c1ccccc1OCCOc1cccc2cccnc12
    -2	11	.
- COC(=O)c1ccc(CN(CCN2CCOCC2)Cc2ccccc2OC)o1
    -6	-5	.
- O=C(CN1CCCN(c2ccc(C(F)(F)F)cn2)CC1)Nc1ccccc1
    2	7	.
- c1ccc(N2CCN(C3CCCN(Cc4cnn(-c5ccccc5)c4)C3)CC2)cc1 (stereo not drawn)
    -8	.	-10
- Cc1cc(OCCSc2nnc(-c3ccco3)n2CCC(N)=O)ccc1C(C)C
    -6	7	-7
- Cc1cccc2sc(N3CCN(C(=O)C4=COCCO4)CC3)nc12
    -5	1	-8
- O=C(CN1CN(c2ccccc2)C2(CCN(C(=O)c3ccc(Cl)cc3Cl)CC2)C1=O)N1CCCC1
    -6	-3	-5
- COc1ccc(Nc2nc3c(C)cccn3c(=O)c2C=Nc2ccccc2)cc1
    -12	0	.
- O=S(=O)(Cc1noc(C2CC2)n1)c1nc(-c2ccccc2)cs1
    -6	-5	-9
- Cc1cccc2cc(CO)c(-c3ccc(C(C)N4CCOCC4)cc3)nc12 (stereo not drawn)
    -3	0	-19
- COc1ccccc1C=CC(=O)c1nc2ccccc2s1
    -4	-3	-1
- O=C(C1=COc2ccc(Cl)cc2C1)N1CCCN(c2nc3ccccc3nc2-c2ccccc2)CC1
    -1	6	-4
- Cc1cc(C(=O)Nc2cc(F)cc(F)c2)on1
    -13	3	.
- CN1C(=O)COc2ccc(NCC(=O)Nc3cccc(Cl)c3)cc21
    -7	-6	-6
- COc1ccc(C2c3cccn3-c3ccccc3N2C(=O)CN(C(=O)/C=C/c2ccc([N+](=O)[O-])cc2)C(C)C)cc1 (stereo not drawn)
    -3	.	0
- CN1CCN(S(=O)(=O)c2ccc(-c3cnc(N)c(C(=O)Nc4cccnc4)n3)cc2)CC1
    -6	8	-7
- COc1cccc(OC)c1-c1ccc(-n2cncc2C(=O)NCc2cccc(I)c2)cc1
    -10	23	-6
- C#CCN(CC=C)C(=O)C1CCC(=O)N(Cc2cccc(C(F)(F)F)c2)C1 (stereo not drawn)
    -12	2	.
- CC(=O)Nc1ccc(CN2C(=O)C(C)ON=C2c2ccc3c(c2)CCO3)cc1 (stereo not drawn)
    -6	5	.
- O=[N+]([O-])c1cccc(C2c3cccn3CCCN2Cc2cccs2)c1 (stereo not drawn)
    -7	13	-3
- N#CC(C=Nc1ccc2c(c1)OCO2)c1nc2ccccc2s1 (stereo not drawn)
    -7	1	-11
- COCCCNC(=O)c1ccc(CSc2nc(Cl)cc(N3CCC(Cc4ccccc4)CC3)n2)cc1
    -6	-3	-5
- Cc1cc(C)cc(COc2coc(CN3CCN(S(=O)(=O)c4cc(F)cc(F)c4)CC3)cc2=O)c1
    -2	0	-6
- CC(=O)N1CCN(C(=O)CC2CSc3nc(C)cc(=O)n32)CC1 (stereo not drawn)
    -5	-5	.
- O=C(Cc1ccccc1)N1CCC2(CC1)OCCCO2
    -7	-4	.
- Cc1ccc(Cn2c(C(=O)N3CCN(C(=O)COCc4ccccc4)C(C)C3)cc3ccoc32)cc1 (stereo not drawn)
    -3	14	-2
- O=C(Nc1cccc(-n2cccn2)c1)C1CCCN(Cc2ccc3c(c2)CCO3)C1 (stereo not drawn)
    -5&-8	9	-10
- CCSc1nc(N2CCOCC2)c2cnn(CCNC(=O)Cc3ccc(F)cc3)c2n1
    0	2	-7
- COc1cc(C=CC(=O)c2ccc(F)cc2)cc2c1OCCO2
    -7	1	23
- Cc1ccc(C(=O)NC(C)(C)C#N)cc1Br
    -5	5	.
- COc1ccc(CCNC(=O)CSc2nc(C)nc3sc4c(c23)CCCC4)cc1OC
    -1	-6	-2
- CCCc1cc(N2CCC(C(C)N3CCN(C)CC3)CC2)nc(C)n1 (stereo not drawn)
    -2	-3	.
- CC(C)CNC(=O)Cn1c(=O)c2c(ncn2C)n(C)c1=O
    -13	0	.
- CN(Cc1ccc(-n2cccn2)cc1)C(=O)c1c[nH]c(=O)cn1
    -12	13	.
- COCCNC(=O)[C@@]1(OCc2ccccc2F)CC(OCc2cccc(Cl)c2)[C@H](O)[C@H](O)C1 (stereo partly drawn)
    -3	8	-3
- CCCC(C)N1CC(C(=O)N2CCC(c3nc(C)no3)CC2)CC1=O (stereo not drawn)
    6	2	.
- Cc1cc(C)n(CCCC(=O)N[C@@H]2CC[C@@H](N)C2)n1
    -7	-1	.
- CCn1c(SCC(=O)N/N=C(/C)c2ccco2)nc2ccccc21
    -4	-1	-5
- COc1cc2c(cc1OC)CN(c1cc(C(=O)NCCCN3CCOCC3)c3ccccc3n1)CC2
    -9	7	-5
- O=[N+]([O-])c1ccccc1S(=O)(=O)NCCc1csc2nc(-c3cccs3)nn12
    -1	12	-3
- CCc1c(C)nn(CCNC(=O)c2ccc(-n3cnnc3)cc2)c1C
    -5	1	.
- COCCn1nc(C)c(NC(=O)c2ccc(Cl)cc2)c1C
    -14	2	.
- CCC(C)(CNC(=O)OC(C)(C)C)C(=O)NCC1CCCS1 (stereo not drawn)
    0	-3	0
- Cc1ccc(C2c3cccn3CCCN2Cc2cccc(O)c2)cc1C (stereo not drawn)
    -7	5	.
- CCOC(=O)c1c(NC(=O)c2c(-c3ccccc3Cl)noc2C)sc2c1CCCC2
    -4	2	.
- Cc1onc(-c2ccccc2)c1C(=O)Nc1cc2cc([N+](=O)[O-])ccc2oc1=O
    -3	-5	-5
- CCN(Cc1cccc(F)c1)C(=O)C1CCN(S(=O)(=O)c2ccc3c(c2)CCC3)CC1
    -12	17	.
- COCc1cc(N2CCN(Cc3ccc4c(c3)OCO4)CC2)nc(SCc2ccc(C(=O)NCc3ccccn3)o2)n1
    -7	0	-3
- Cc1ccc2nc(N(CCCN3CCOCC3)C(=O)c3ccno3)sc2c1
    5	7	.
- C=CCNC(=O)c1ccc(-c2cccc(C(C)=O)c2)o1
    -2	4	-12
- CCOC(=O)c1ccc(NC(=O)N2CCSC2c2ccccc2OCc2ccccc2)cc1 (stereo not drawn)
    4	-1	0
- COc1cccc2cc(-c3csc(Nc4ccc(Cl)cc4Cl)n3)c(=O)oc12
    -8	3	-5
- COC1CN(C(=O)Nc2ccccc2)CCC(=O)N(C)c2ccccc21 (stereo not drawn)
    8	2	0
- Cc1cn2c3c(=O)n(CCc4ccccc4)c(=O)n(C)c3nc2n1CC1CCCO1 (stereo not drawn)
    -8	-2	.
- C=CCNc1cnn(Cc2ccccc2)c(=O)c1Cl
    -3	9	.

The listing continues:
The line under a structure holds: hcGAS lum	NPYLR7 agonist	mcGAS inh
- CC1CCCCC1NC(=O)CN1CCCN(c2ccccc2C#N)CC1 (stereo not drawn)
    -14	2	-5
- COC(=O)C(=O)N1CCc2ccccc2C1c1ccc(F)cc1 (stereo not drawn)
    -5	17	-6
- CC(c1nnc(-c2cccs2)o1)N1CCN(c2ccccc2O)CC1 (stereo not drawn)
    -5	0	.
- Cc1csc(SCC(=O)NC2CC(=O)N(CC3CCCCC3)C2)n1 (stereo not drawn)
    -5	5	.
- CNS(=O)(=O)Cc1ccc(CNC(=O)c2ccc(OC)cc2OC)cc1
    -14	0	.
- O=C(NCc1cccc(Cl)c1)c1ccc(-c2cc(-c3cccc4c3OCCO4)[nH]n2)cc1
    -3	-1	-2
- Cc1cc(C(=O)Nc2cc(C(C)(C)C)nn2-c2cc(Cl)ccc2Cl)cc(Cl)n1
    -3	3	-4
- CN(C)c1nc(=O)[nH]c2nccnc12
    -4	-2	.
- COc1ccc(-c2ccncc2)cc1CNC1CCCC1
    -6	-3	.
- CC(C)CNC(=O)c1nn2c(C(F)(F)F)cc(-c3cccs3)nc2c1Br
    -3	-8	-7
- CCCN(CCC)C(=O)c1cc(-c2ccccc2F)nc2cc(-c3ccccc3)nn12
    -5	9	-11
- C=CCNC(=O)c1ccccc1N1CCC(NS(=O)(=O)CC)CC1
    -6	0	-7
- O=C(NC1CC1)C1CCN(C2CCN(C3C4CC5CC(C4)CC3C5)CC2)CC1 (stereo not drawn)
    -3	-4	-2
- CN(Cc1ccc(F)cc1)c1ccc2c(-c3ccccn3)noc2n1
    -7	4	-7
- NC(=O)C1CCCCN1CC(=O)Nc1ccc(Cl)cc1 (stereo not drawn)
    -9	7	.

Entries of single compounds as entered above:
`CCCN(CCC)C(=O)c1cc(-c2ccccc2F)nc2cc(-c3ccccc3)nn12` as listed: hcGAS lum: -5; NPYLR7 agonist: 9; mcGAS inh: -11
`CC(C)CNC(=O)c1nn2c(C(F)(F)F)cc(-c3cccs3)nc2c1Br` as listed: hcGAS lum: -3; NPYLR7 agonist: -8; mcGAS inh: -7

Next part
The line under a structure holds: hcGAS lum	NPYLR7 agonist	mcGAS inh
- O=C(/C=C/c1cccc(C(F)(F)F)c1)N(Cc1nc2ccccc2c(=O)[nH]1)CC1CCCO1 (stereo not drawn)
    -3	2	-4
- CCOC(=O)c1c(NC(=O)CCC2CCCC2)sc2c1CCC2
    -5	2	.
- Cc1ccc(NC(=O)Cc2ccccc2)c(Br)c1
    -11	7	.
- O=C(CN1CCN(C(=O)CN2CCOCC2)CC1)Nc1ccccc1F
    -15	0	.
